Screens (PubChem BioAssay)
hIAP act – increases human intestinal alkaline phosphatase activity; P09923; hit rate 0.16% among 330,000; purified human IAP, CDP-Star luminescence, 30 min; stronger effect = higher value; 1 = vehicle-only enzyme, 0 = enzyme-free background; AID 2524; activation factor at 10 µM;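 active = activation factor of the enzyme at least 2-fold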; also: the source names both 10 and 20 µM as test concentration; values of inactives mirror those of a sister screen read the other way
SENP8 block – blocks human SENP8 cleavage of Nedd8 substrate; Q96LD8; recombinant SENP8, Nedd8 substrate fluorescence; inhibition, % at 20 µM; hit rate 0.64% among 360,000; AID 602440; in the data active = inhibition mostly above about 40%, no sharp cut-off; inactive = mostly below about 27%
Target sequence (Q96LD8 whole entry, looked up): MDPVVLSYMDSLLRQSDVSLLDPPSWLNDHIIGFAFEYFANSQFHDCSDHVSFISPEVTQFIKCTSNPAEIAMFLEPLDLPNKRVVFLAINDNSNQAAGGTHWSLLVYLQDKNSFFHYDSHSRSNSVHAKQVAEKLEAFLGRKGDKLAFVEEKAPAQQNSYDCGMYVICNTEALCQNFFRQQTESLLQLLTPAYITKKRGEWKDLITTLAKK
SENP1 inh – SENP1 (human) catalytic domain inhibition; recombinant SENP1 catalytic domain, CyPet-SUMO1-YPet FRET cleavage; inhibition, % at 10 µM; hit rate 0.21% among 360,000; AID 624204;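 active = inhibition at least 30% at 10 µM, raw YFP signal under a set limit, fluorescence ratio 0.5 to 1.5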;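 also: 0% = enzyme with DMSO and 100% = no enzyme wells; some results filed as inactive read as strong as hits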
Target sequence (Q9P0U3 419-644 limits assumed): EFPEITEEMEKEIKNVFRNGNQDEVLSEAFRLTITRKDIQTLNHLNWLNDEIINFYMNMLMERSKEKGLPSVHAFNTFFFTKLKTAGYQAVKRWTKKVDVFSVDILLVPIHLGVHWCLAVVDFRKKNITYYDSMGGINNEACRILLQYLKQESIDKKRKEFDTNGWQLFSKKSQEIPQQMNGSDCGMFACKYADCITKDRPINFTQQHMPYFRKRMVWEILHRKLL
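Compound: 10 µM single point, 0.5% DMSO; Test system: hSENP1 catalytic domain, recombinant; Timing: 50 min reaction at room temperature; Technique: FRET, CFP and YFP emission; Control set: no-enzyme wells low, DMSO-plus-enzyme wells high control.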
MPTP block – inhibitors of mitochondrial permeability transition pore | AID 602449 | hit rate 1.4% among 360,000 | isolated mouse mitochondria, Ca2+ swelling absorbance, 30 min | inhibition, % at 10 µM;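 active = inhibition of 50% or more, scaled per plate between neutral and stimulator controls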;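 also: 0% = DMSO wells given calcium and 100% = 1 mM EGTA wells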
NR3A LBD binder – modulators (binders) of human NR3A ligand-binding domain; hit rate 2.5% among 340,000; NR3A LBD differential scanning fluorimetry, Tm shift; 0% = protein alone, 100% = glycine-bound protein; Tm shift relative to glycine control, % at 25 µM;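 active = melting temperature shift of at least 10% of the positive control shift, at one fixed dose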
PfGluPho inh – PfG6PD (Plasmodium falciparum) enzyme inhibition; PfGluPho enzyme, NADPH resazurin-diaphorase fluorescence; inhibition, % at 20 µM; hit rate 0.78% among 350,000; AID 504690;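 active = inhibition reaching at least a set limit at 20 µM in the primary screen, cut at about 59% in these data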;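 also: 0% = DMSO wells with substrate and 100% = DMSO wells lacking glucose-6-phosphate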
SENP6 inh – inhibitors of human SENP6 protease | Q9GZR1 | Recombinant SENP6 catalytic domain, aminoluciferin luminescence | inhibition, % at 10 µM | hit rate 1.8% among 330,000 | AID 2599;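 active = inhibition above about 50% at the single tested dose, limit read from the data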;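 also: plate controls were DMSO wells with enzyme for no effect and DMSO wells lacking enzyme for full effect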
Target sequence (Q9GZR1 628-1112 limits assumed): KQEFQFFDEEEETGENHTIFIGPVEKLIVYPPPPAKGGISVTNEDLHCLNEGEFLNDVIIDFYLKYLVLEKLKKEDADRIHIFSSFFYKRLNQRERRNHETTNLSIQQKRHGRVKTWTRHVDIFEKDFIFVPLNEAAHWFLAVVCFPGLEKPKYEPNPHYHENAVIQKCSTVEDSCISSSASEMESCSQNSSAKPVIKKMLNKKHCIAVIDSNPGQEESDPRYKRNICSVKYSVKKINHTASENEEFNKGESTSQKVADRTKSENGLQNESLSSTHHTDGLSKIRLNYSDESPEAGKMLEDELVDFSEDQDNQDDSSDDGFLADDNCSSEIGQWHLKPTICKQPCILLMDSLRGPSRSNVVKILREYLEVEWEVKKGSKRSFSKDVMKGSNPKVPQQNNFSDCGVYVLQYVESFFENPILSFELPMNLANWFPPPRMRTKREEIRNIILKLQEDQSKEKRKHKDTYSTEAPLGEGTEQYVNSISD
ATG4B inh – ATG4B (human) cysteine protease inhibition | ATG4B cleavage of LC3-PLA2, NBD-HPC fluorescence, 1 h | hit rate 0.51% among 340,000 | inhibition, % at 8.33 µM | Q9Y4P1; in the data active = inhibition above about 40%
An asterisk follows results filed as active; . = no result given.

SMILES	hIAP act	SENP8 block	SENP1 inh	MPTP block	NR3A LBD binder	PfGluPho inh	SENP6 inh	ATG4B inh
CC(=O)N1CCOc2ccc(S(=O)(=O)NCC3CCC(C(=O)Nc4ncccc4C)CC3)cc21 (stereo not drawn)	1.1	11	1	0.5	1	11	3	-2
N#CC1=C(SCC(=O)c2ccccc2)NC2=C(C(=O)CCC2)C1c1ccco1 (stereo not drawn)	1	2	-31	0.3	-2	22	-2	-4
Cc1ccc(S(=O)(=O)N2CCCC(C(=O)N3CCN(c4ccccc4)CC3)C2)cc1 (stereo not drawn)	0.97	1	-1	-1.6	1	-5	5	-3
COC(=O)c1ccccc1NC(=O)CCC(=O)N1CC(C)Oc2ccc(C)cc21 (stereo not drawn)	0.95	-29	-3	-1.9	-2	9	7	21
COCCCC1CCN(C(=O)C2CCC(=O)N(Cc3cccc(F)c3)C2)CC1 (stereo not drawn)	1.2	7	1	0.3	2	-8	-13	-5
Cc1cccc(C)c1NC(=O)N1C2CCC1CC(O)(c1cccnc1)C2 (stereo not drawn)	1	9	3	0.1	1	12	-23	2
Cc1ccc(C(=O)NC(C)c2ccc(-n3ccnc3)cc2)cc1S(=O)(=O)N1CCOCC1 (stereo not drawn)	1	16	-3	-2.1	-2	15	0	1
CC(=O)c1ccc(NC(=O)CSc2ccc3nnc(-c4ccccn4)n3n2)cc1	1	-14	-1	0.3	-5	9	2	3
CC(C)C(OC(=O)c1cccs1)C(=O)NCCc1ccccc1 (stereo not drawn)	1.1	3	1	-0.9	0	-12	10	3
COc1cccc(C(=O)N2CCN(Cc3ccccn3)CC2)c1OC	0.93	10	-1	-3.3	1	1	0	-7
COc1ccc(C(=O)NCCSc2ccccc2)cc1OC	1	4	1	-0.6	1	10	6	-11
Cc1cccc(-c2onc3ccc(C4(C)OCCO4)cc23)c1	1	16	-3	1.9	4	10	8	1
COc1ccccc1Nc1ncnc2sccc12	1.1	-29	-100	0.0	0	2	-16	-1
O=c1[nH]oc2cc(Cl)ccc12	1	18	-1	1.8	0	-10	14	1
O=C1c2ccccc2C(=O)N1/N=C/c1ccc(Oc2ccc([N+](=O)[O-])cn2)cc1	0.99	22	2	0.3	0	-11	12	8
CCCCNC(=O)/C(C#N)=C/c1ccc(-c2ccc(S(=O)(=O)N3CCOCC3)cc2)o1	1	-216	-116	0.0	-1	-2	-19	-14
O=C(COc1ncnc2ccccc12)Nc1cccc([N+](=O)[O-])c1	0.99	15	2	-1.1	0	1	-8	-2
CN=C1SC(CC(=O)Nc2ccccc2F)C(=O)N1C (stereo not drawn)	0.94	17	-1	-2.7	0	-16	-8	5
O=C(NC1CCCCCC1)C1CCN(c2nc3ccccc3o2)CC1	0.91	11	3	-1.3	0	5	-19	-2
O=C1CCCN1C(=O)CSc1nnnn1-c1ccccc1	0.94	14	3	-2.7	-2	-11	-5	3
COc1cc(NC(=O)COC(=O)c2ccc([N+](=O)[O-])s2)cc(OC)c1OC	0.89	27	3	0.6	1	10	68*	-10
COc1ncnc2c1ncn2CCCNCc1ccc(C)o1	.	21	0	-0.6	.	-2	.	.
CC1=NN(C(=O)c2ccc(Br)cc2)C(O)(C(F)(F)OC(F)(F)F)C1 (stereo not drawn)	1	20	-2	68*	-3	-16	-6	2
Cc1nc2[nH]c(=S)[nH]c2cc1Br	1.3	-2	1	0.2	-4	10	-5	-6
COc1ccc(CNC(=S)NC2CCCC2)cc1	1.3	3	0	-1.6	-3	-19	-8	8

The results go on.
SMILES	hIAP act	SENP8 block	SENP1 inh	MPTP block	NR3A LBD binder	PfGluPho inh	SENP6 inh	ATG4B inh
CCOc1ccc(S(=O)(=O)Nc2ccc(C(=O)N3CCCC3)cc2)cc1	1.4	15	2	-0.2	2	-2	-11	-6
CC1=C2C(CCS2(=O)=O)CC2(C1)C(=O)OC(C)(C)OC2=O (stereo not drawn)	0.95	12	5	-1.4	2	-13	13	-7
Cc1ccc(S(=O)(=O)N(CC(=O)NCCSc2ccccn2)c2cc(C)cc(C)c2)cc1	1.1	9	0	-1.9	-3	-3	-14	-1
CC(=O)c1ccc(Nc2ncnc3c2oc2ccccc23)cc1	1.2	-430	1	6.3	5	11	12	4
Cc1ccc(NCc2ccc(O)c3ncccc23)cc1C	1.3	17	-1	3.6	-6	33	9	-8
O=C(CN1CCCC1=O)NC1C2CC3CC(C2)CC1C3 (stereo not drawn)	0.96	2	1	1.5	0	25	-4	-10
COc1cc(O)sc1C=Nc1ccc(Cl)cc1Cl	1	-12	-38	2.8	0	33	-1	-4
c1ccc(CSc2ccc(-c3ccccn3)nn2)cc1	1.1	13	-2	1.4	2	14	-30	-5
O=C(Nc1ccc(Cl)cn1)c1ccccc1SCc1ccccc1	1.3	5	0	2.1	1	24	-25	2
COC(=O)[C@]1(C)N[C@H](CN(C)C(=O)Nc2ccc(OC)cc2)[C@@H]2C(=O)N(C)C(=O)[C@@H]21	0.87	9	0	-4.2	13*	-6	-7	13
CC(C)N(C(=O)[C@H]1C[C@H](CC(=O)NCCN2CCOCC2)C(=O)N2CCc3c([nH]c4cc(-c5ccco5)ccc34)[C@]12C)C(C)C	.	-332	-2	-0.9	-1	6	.	.
Cc1ccc(OCCCCn2cnc3ccccc32)c(C)c1	1	14	1	93*	3	1	11	0
O=C(CSc1nnnn1-c1cccc(O)c1)NC1CC1	1.1	4	1	-2.5	1	-17	-12	-9
CC(C)n1c(SCCCc2ccccc2)nc2c1c(=O)[nH]c(=O)n2C	.	11	3	-1.0	-2	41	.	-5
CCN1C(=O)C2C(c3cccc(F)c3)NC(C)(C(=O)OC)C2C1=O (stereo not drawn)	1.1	8	0	0.3	1	-8	-15	5
CC(C)(C)OC(=O)N[C@@H](C(=O)OC(C)(C)C)c1ccc(C(F)(F)F)cc1	0.85	9	2	7.0	-3	5	-8	12
O=S(=O)(c1ccc(-c2csc(-c3cccnc3)n2)cc1)N1CCOCC1	1	-13	0	0.1	-6	-7	-9	-7
O=C(c1ccccc1)N1CCN(CC#CC2(O)CCCCC2)CC1	1.1	10	1	1.7	2	-21	-10	-2
COc1ccc2c(c1)O[C@@]1(CCCC[C@@H]1C)CC2=O	1.1	-161	-1	-0.3	1	6	-12	-9
Cc1sc2nc(SC3CCOC3=O)n(Cc3ccccc3)c(=O)c2c1C (stereo not drawn)	1	10	2	0.4	-1	-5	-5	5
Cc1c(NC(=O)COC(=O)/C=C/c2cccc(F)c2)c(=O)n(-c2ccccc2)n1C	.	23	1	0.6	.	-9	.	.
O=C(Nc1cccc(Cl)c1)c1ccc(NCC2CCCO2)c([N+](=O)[O-])c1 (stereo not drawn)	0.83	44*	19	7.8	-11	-24	-11	-11
CC(C)COc1ccc(-c2nn(-c3ccccc3)cc2/C=C2/SC(=S)N(CC(=O)O)C2=O)cc1	1.1	10	-7	-2.3	3	-27	-7	6
COc1ccccc1NC(=O)Cn1nnc(-c2ccccc2NC(=O)c2cnccn2)n1	0.87	3	-10	3.0	-8	5	3	1
N#Cc1ccc(OCC(=O)Nc2nc(-c3cccnc3)cs2)cc1	0.95	-15	-6	-0.5	0	14	-5	-45

Quoted at random: two entries already listed, in no set order.
SMILES	hIAP act	SENP8 block	SENP1 inh	MPTP block	NR3A LBD binder	PfGluPho inh	SENP6 inh	ATG4B inh
N#Cc1ccc(OCC(=O)Nc2nc(-c3cccnc3)cs2)cc1	0.95	-15	-6	-0.5	0	14	-5	-45
CC(C)(C)OC(=O)N[C@@H](C(=O)OC(C)(C)C)c1ccc(C(F)(F)F)cc1	0.85	9	2	7.0	-3	5	-8	12

(cont.)
SMILES	hIAP act	SENP8 block	SENP1 inh	MPTP block	NR3A LBD binder	PfGluPho inh	SENP6 inh	ATG4B inh
CN(C)c1ccc(C(=O)OCC#CCSc2nnc(-c3cccc4ccccc34)o2)cc1	1	-48	-1	-1.4	2	8	-3	-11
COc1cccc(C=C2SC(=S)NC2=O)c1	.	23	1	56*	-14	15	.	-3
Cn1cc(CN(Cc2ccccc2)C[C@@H]2CCC(=O)N2)c(-c2ccccc2F)n1	0.93	6	1	-1.5	-3	1	11	16
NNC(=O)c1ccc(COc2cccc3ccccc23)cc1	0.99	10	2	1.0	-1	8	-20	-1
O=C(c1ccc(S(=O)(=O)N2CCCC2)cc1)N1CCN(c2ccccc2)CC1	1	2	-1	-1.0	-2	-10	-4	0
Cc1noc(C)c1CSCC(=O)Nc1nc2ccccc2s1	0.91	-18	-9	0.3	1	14	-2	-6
CC1CCN(C(=O)CSc2nnc3c(n2)[nH]c2ccccc23)CC1	0.77	4	0	-0.6	0	-9	4	3
O=C1CN2NC(=S)N(c3ccc(Cl)cc3)C2=CN1c1ccc(Cl)cc1	1.1	1	1	-0.6	-2	31	2	-7
CC(C)[C@H](NC(=O)OCc1ccccc1)C(=O)OCC(=O)c1ccccc1	0.94	2	2	-2.5	0	16	11	12
COc1ccccc1/C=N/OCC(=O)NCc1ccc2c(c1)OCO2	0.93	0	0	-0.6	1	0	7	1
Cc1nc2cc(-c3ccsc3-n3c(C)ccc3C)[nH]n2c(=O)c1Cl	0.91	-190	-4	67*	0	17	-18	14
Cc1ccccc1NS(=O)(=O)c1nnc(NC(=O)CC(C)C)s1	0.94	13	0	0.4	1	-3	22	1
COc1ccc(OCc2cc(C(=O)NCC3CCCCO3)no2)c(Cl)c1 (stereo not drawn)	1	4	4	0.3	1	-11	-34	21
CCOC(=O)c1ccc(NC(=O)C2=C(C)Nc3nc(CCCO)nn3C2c2cccc(C)c2)cc1 (stereo not drawn)	0.92	-6	0	-0.9	2	-1	-16	-1
Cc1cccc(NC(=O)N2CCCCCC2)c1	0.9	5	2	-0.1	-4	8	-9	3
CC(C)C(=O)Nc1nnc(CCN2CCOCC2)s1	1	21	2	-1.1	0	-6	-4	5
C=CCn1c(C)cc(C(=O)CSc2nnc3c(Cl)cc(Cl)cn23)c1C	0.99	12	-1	3.5	-1	-2	-7	5
O=C(COC(=O)c1ccc(N2CCCC2=O)cc1)Nc1ccccc1	0.98	15	0	1.5	0	-3	2	7
COc1ccc(C(=O)N2CCc3[nH]nc(-c4ccccc4)c3C2)cc1	0.72	16	-1	-0.1	-3	-4	-7	9
Nc1nc2ccc(C(=O)Nc3ccc(N4CCOCC4)cc3)cc2s1	1	-30	-4	-0.6	10	17	1	1
CC(C)CC1C(C#N)=C(N)OC2=C1C(=O)CC(c1ccccc1)C2 (stereo not drawn)	0.95	-14	-9	-0.6	-3	-1	-10	-8
COc1cc(S(=O)(=O)N2CCC(C(N)=O)CC2)c(C)cc1C	1.1	12	3	0.0	1	-9	-2	-3
CCOC(=O)C1CCN(Cc2cc(=O)oc3cc(C)ccc23)CC1	0.97	7	0	-0.1	-1	-5	-1	-8
COCCn1cnc2c1c(=O)n(CC#N)c(=O)n2Cc1ccccc1	1.2	9	-3	-0.3	-1	7	-26	3
Cn1c(CNC(=O)c2ccccc2F)nnc1SCC(=O)Nc1nnc(C2CC2)s1	1	12	0	0.3	-3	-7	-17	-5
CN(C)CCNC(=O)Cn1nc(-c2ccc(Cl)cc2)ccc1=O	1	-2	0	-1.7	0	7	-5	2
Cc1cccc(C(=O)NCC(=O)NNC(=O)c2ccccc2O)c1	1.5	-244	1	-1.4	14*	-42	5	-3
NC(=O)C1CCN(CC(=O)NCc2ccccc2)CC1	1	16	2	-3.9	0	-15	-1	2
COc1ccc(-c2ccc(C#N)c(SCC(=O)OCc3ccccc3)n2)cc1OC	1.1	-423	-49	-1.6	-1	14	9	-3

Limited to MPTP block, PfGluPho inh and SENP6 inh, for 6 of the compounds above:
molecule	MPTP block	PfGluPho inh	SENP6 inh
COc1ccccc1/C=N/OCC(=O)NCc1ccc2c(c1)OCO2	-0.6	0	7
Cc1nc2cc(-c3ccsc3-n3c(C)ccc3C)[nH]n2c(=O)c1Cl	67*	17	-18
Cc1ccccc1NS(=O)(=O)c1nnc(NC(=O)CC(C)C)s1	0.4	-3	22
COc1ccc(OCc2cc(C(=O)NCC3CCCCO3)no2)c(Cl)c1 (stereo not drawn)	0.3	-11	-34
CCOC(=O)c1ccc(NC(=O)C2=C(C)Nc3nc(CCCO)nn3C2c2cccc(C)c2)cc1 (stereo not drawn)	-0.9	-1	-16
Cc1cccc(NC(=O)N2CCCCCC2)c1	-0.1	8	-9

Hits appear at their usual frequency, and some 6.7% of all compounds hit somewhere here.
